LMPTP block: LMPTP (human) inhibition | P24666 | recombinant LMPTP-A, OMFP fluorogenic substrate, fluorescence intensity | inhibition, % at 20 µM | 360,000 tested, 0.22% active | AID 651560;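 active means compounds that cut the enzyme signal by at least half of the control window in the single-dose screen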;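 further: plate controls were DMSO wells with enzyme plus substrate for no effect and substrate without enzyme for full effect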
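Test system – LMPTP-A phosphatase enzyme · Quantity – 0.625 nM LMPTP-A final · Reagent – OMFP substrate, 400 µM final · Dosing – one test concentration per compound, 20 µM, with 3% DMSO overall · Timing – 50 min enzyme reaction at room temperature, protected from light · Detection – fluorescence intensity · Controls – substrate-only low control, DMSO enzyme-plus-substrate high control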
Neddyl block: blocks human cullin neddylation; P61081+Q13564; TR-FRET cullin neddylation, biochemical; calls only at 25 µM; 360,000 tested, 0.58% active; AID 651699; in the data active means inhibition above about 36%
STEP inh: STEP (human) phosphatase inhibition | inhibition, % at 20 µM | AID 588621 | P54829 | recombinant STEP, OMFP fluorogenic substrate, fluorescence | 360,000 tested, 0.25% active;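 active means inhibition at 20 µM, scaled per plate between control wells, above about 37%, limit read from the data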;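 further: 0% = DMSO with enzyme and substrate and 100% = substrate only without enzyme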
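Assay system: isolated STEP enzyme. Buffer or medium: pH 6.0 Bis-Tris with DTT and Tween 20. Also added: fluorogenic phosphatase substrate OMFP at 25 µM final. Dosing: 20 µM, 1% DMSO. Timing: 20 min reaction, room temperature, in the dark. Measured by: fluorescence intensity, excitation 480 nm, emission 540 nm. Evaluation: normalized % inhibition.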
SUMO1-SIM PPI: alters human SUMO1 binding to SIM partners; P63165; SUMO1 binding to a labelled peptide, TR-FRET, 1 h; inhibition, % at 20 µM; 360,000 tested, 0.33% active; in the data active means inhibition above about 37%
DNMT1 inh: inhibitors of human DNMT1 | DNMT1 molecular beacon, Hinp1I cleavage, fluorescence | inhibition (reported as % activation of signal), % at 10 µM | P26358 | AID 588458 | 360,000 tested, 0.83% active; in the data active means inhibition above about 50%
Target sequence (P26358 504-1616 limits assumed): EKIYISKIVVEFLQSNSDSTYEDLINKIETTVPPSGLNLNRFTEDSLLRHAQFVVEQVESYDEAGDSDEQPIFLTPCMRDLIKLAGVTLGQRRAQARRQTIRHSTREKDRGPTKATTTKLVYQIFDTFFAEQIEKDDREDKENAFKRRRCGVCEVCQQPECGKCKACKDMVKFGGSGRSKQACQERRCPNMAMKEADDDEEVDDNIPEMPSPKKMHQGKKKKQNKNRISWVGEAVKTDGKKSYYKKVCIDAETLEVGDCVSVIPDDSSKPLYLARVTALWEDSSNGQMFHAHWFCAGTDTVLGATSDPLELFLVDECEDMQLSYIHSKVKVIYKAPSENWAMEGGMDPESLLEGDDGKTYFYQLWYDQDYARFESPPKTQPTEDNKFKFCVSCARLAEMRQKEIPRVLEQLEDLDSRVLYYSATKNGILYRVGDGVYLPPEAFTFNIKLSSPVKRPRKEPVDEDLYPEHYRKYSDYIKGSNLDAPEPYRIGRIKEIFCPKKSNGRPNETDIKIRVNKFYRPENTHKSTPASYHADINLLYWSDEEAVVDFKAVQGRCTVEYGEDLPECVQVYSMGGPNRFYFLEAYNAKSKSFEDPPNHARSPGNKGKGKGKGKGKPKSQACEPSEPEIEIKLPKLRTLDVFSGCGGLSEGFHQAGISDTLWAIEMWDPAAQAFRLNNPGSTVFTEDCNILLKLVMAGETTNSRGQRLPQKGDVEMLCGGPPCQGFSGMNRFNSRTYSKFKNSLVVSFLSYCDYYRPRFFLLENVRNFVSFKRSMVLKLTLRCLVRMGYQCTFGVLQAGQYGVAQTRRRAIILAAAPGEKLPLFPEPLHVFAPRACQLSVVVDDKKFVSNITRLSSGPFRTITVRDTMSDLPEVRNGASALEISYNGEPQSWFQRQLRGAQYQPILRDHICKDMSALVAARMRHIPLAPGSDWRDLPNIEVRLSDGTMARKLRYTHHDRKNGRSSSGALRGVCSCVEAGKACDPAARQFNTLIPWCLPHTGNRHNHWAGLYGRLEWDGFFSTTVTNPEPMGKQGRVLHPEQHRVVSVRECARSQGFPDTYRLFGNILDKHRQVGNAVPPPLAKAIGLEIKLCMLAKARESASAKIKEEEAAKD
CSN deneddyl inh: CSN deneddylation inhibition; 360,000 tested, 0.38% active; AID 651999; inhibition, % at 12.5 µM; Purified CSN, SCF-Nedd8-OG deneddylation, fluorescence polarization; Q92905;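 active means pattern-corrected inhibition above about 35%, with an unprinted fluorescence ratio check between 0.5 and 1.5, limit read from the data, passing the limit was not always enough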;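 further: 0% = enzyme with substrate and 100% = substrate without enzyme; some results filed as inactive read as strong as hits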
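Test system: purified human Csn5 enzyme expressed in HEK293T cells. Amount: 0.24 nM enzyme. Reagent: SCFSkp2-Nedd8OG substrate at 10 nM final. Schedule: 90 min incubation of compound, enzyme and substrate at room temperature. Detection: fluorescence polarization. Read-out: % inhibition of substrate cleavage by Csn5.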
NadD block: inhibitors of Staphylococcus aureus NadD | purified NadD enzyme, colorimetric absorbance read-out | inhibition, % at 20 µM | 360,000 tested, 0.78% active | AID 602399; in the data active means inhibition above about 26%; further: some compounds past the cut are filed as inactive
Rpn11 inh: Rpn11 (human) deubiquitinase inhibition | calls only at 20 µM | AID 588493 | O00487 | human 26S proteasome, Ub4-pepOG fluorescence polarization; 20S core pre-blocked with epoxomicin | 360,000 tested, 0.59% active;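 active means inhibition at 20 µM, scaled to each plate's controls, above about 33%, limit read from the data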
Rin1 Abl inh: human Rin1-Abl interaction inhibition | 360,000 tested, 0.4% active | inhibition, % at 7.35 µM | TR-FRET Rin1/Abl binding, biochemical | P00519+Q13671; in the data active means inhibition above about 5%, passing the limit was not always enough
Scp1 inh: inhibitors of human Scp-1 phosphatase | Q9GZU7 | Recombinant Scp1, phosphopeptide, malachite green phosphate absorbance | inhibition, % at 20 µM | 340,000 tested, 0.88% active;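 active means inhibition above about 50% at 20 µM, limit read from the data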;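 further: plate controls were DMSO wells with enzyme for no effect and wells lacking enzyme for full effect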
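Test system: SCP-1 phosphatase catalytic domain, residues 76-261; measured by: colorimetric phosphate reagent with accelerator and stabiliser, absorbance at 630 nm; timing: enzyme reaction 45 min at room temperature, colour 5 min, stabilisation 30 min; also added: Phosphorylated 17-residue peptide substrate; compound dosing: one concentration, 20 µM, with 1.0% DMSO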
Active calls of the source: *.

Results for CC(C)C(=O)Nc1ccc(NC(=O)c2ccccn2)cn1 ?
LMPTP block: 0.9; Neddyl block: inactive; STEP inh: 1; SUMO1-SIM PPI: -3; DNMT1 inh: 5; CSN deneddyl inh: 0; NadD block: -3; Rpn11 inh: inactive; Rin1 Abl inh: -3; Scp1 inh: -5

Results for COc1cccc(OC)c1-c1nn(-c2ncc(C(F)(F)F)cc2Cl)c(=O)o1 ?
LMPTP block: -0.1; Neddyl block: inactive; STEP inh: -2; SUMO1-SIM PPI: -2; DNMT1 inh: 1; CSN deneddyl inh: -5; NadD block: -3; Rpn11 inh: inactive; Rin1 Abl inh: -1; Scp1 inh: -15

How did C=CCc1ccc(OCCn2cccc2C=O)c(OC)c1 do in these assays?
LMPTP block: 0.9; Neddyl block: inactive; STEP inh: -2; SUMO1-SIM PPI: -2; DNMT1 inh: 3; CSN deneddyl inh: -1; NadD block: -4; Rpn11 inh: inactive; Rin1 Abl inh: 0; Scp1 inh: -4

How did COC(=O)[C@@]12CCCCN1[C@H](c1ccc(-c3ccccc3)c(OC)c1)[C@H]1C(=O)N(C)C(=O)[C@H]12 do in these assays?
LMPTP block: 3.5; Neddyl block: inactive; STEP inh: 2; SUMO1-SIM PPI: 6; DNMT1 inh: -1; CSN deneddyl inh: 2; NadD block: -9; Rpn11 inh: inactive; Rin1 Abl inh: 3; Scp1 inh: 1

How did CCOC(=O)N1CCN(Cc2nc(-c3ccc(OC)cc3)no2)CC1 do in these assays?
LMPTP block: -1.5; Neddyl block: inactive; STEP inh: -1; SUMO1-SIM PPI: -1; DNMT1 inh: 2; CSN deneddyl inh: -7; NadD block: 0; Rpn11 inh: inactive; Rin1 Abl inh: -3; Scp1 inh: -2

How did CCCCOc1ccc(CON(C(C)=O)C(C)=O)cc1Cl do in these assays?
LMPTP block: 1.8; Neddyl block: inactive; STEP inh: 3; SUMO1-SIM PPI: 0; DNMT1 inh: 0; CSN deneddyl inh: 0; NadD block: -4; Rpn11 inh: inactive; Rin1 Abl inh: 1; Scp1 inh: -9

How did COc1ccc(CNC(=O)N[C@@H](Cc2c[nH]c3ccccc23)C(=O)O)cc1 do in these assays?
LMPTP block: -2.4; Neddyl block: inactive; STEP inh: 2; SUMO1-SIM PPI: -2; DNMT1 inh: 5; CSN deneddyl inh: 2; NadD block: -5; Rpn11 inh: inactive; Rin1 Abl inh: 4; Scp1 inh: -8

Results for CCCc1c(C(=O)N/N=C/C=C/c2ccccc2)nnn1-c1nonc1N ?
LMPTP block: 1.0; Neddyl block: inactive; STEP inh: 5; SUMO1-SIM PPI: 15; DNMT1 inh: 51*; CSN deneddyl inh: 11; NadD block: -2; Rpn11 inh: inactive; Rin1 Abl inh: -2

Results for CC(C)N(C(=O)NC(=O)Nc1ccccn1)S(C)(=O)=O ?
LMPTP block: -0.5; Neddyl block: inactive; STEP inh: 0; SUMO1-SIM PPI: 0; DNMT1 inh: 2; CSN deneddyl inh: 3; NadD block: -1; Rpn11 inh: inactive; Rin1 Abl inh: -5; Scp1 inh: -8

How did Cc1cc(C)c(OCC(=O)Nc2nc(-c3ccccn3)cs2)c(C)c1 do in these assays?
LMPTP block: 3.1; Neddyl block: inactive; STEP inh: 5; SUMO1-SIM PPI: 3; DNMT1 inh: 2; CSN deneddyl inh: 5; NadD block: 11; Rpn11 inh: inactive; Rin1 Abl inh: 2; Scp1 inh: -2

What do the screens show for `CCOc1cc(S(=O)(=O)NCc2ccccc2)c(OCC)cc1-n1cnnn1`?
LMPTP block: -0.2; STEP inh: 2; SUMO1-SIM PPI: 0; DNMT1 inh: -1; CSN deneddyl inh: 4; NadD block: 1; Rpn11 inh: inactive; Rin1 Abl inh: 0; Scp1 inh: 9

How did COc1ccccc1Cn1c(=S)[nH]c2ccccc2c1=O do in these assays?
LMPTP block: 1.6; Neddyl block: inactive; STEP inh: -3; SUMO1-SIM PPI: 3; DNMT1 inh: -3; CSN deneddyl inh: 1; NadD block: -1; Rpn11 inh: inactive; Rin1 Abl inh: -2; Scp1 inh: -19

What do the screens show for `CCc1cc2cc(C)ccc2nc1SCC(=O)N1CC(=O)Nc2ccccc21`?
LMPTP block: 0.9; Neddyl block: inactive; STEP inh: -2; SUMO1-SIM PPI: 0; DNMT1 inh: 0; CSN deneddyl inh: -2; NadD block: 1; Rpn11 inh: inactive; Rin1 Abl inh: -5; Scp1 inh: -3

Results for OCC1OC(n2cnc3c(=S)nc[nH]c32)CC1O (stereo not drawn) ?
LMPTP block: -1.1; Neddyl block: inactive; STEP inh: 0; SUMO1-SIM PPI: -3; DNMT1 inh: 1; CSN deneddyl inh: -1; NadD block: 4; Rpn11 inh: inactive; Rin1 Abl inh: 1; Scp1 inh: -2

How did CCC(=O)N1CCc2cc(S(=O)(=O)NCCC(=O)NC3CCCc4ccccc43)ccc21 (stereo not drawn) do in these assays?
LMPTP block: -0.4; Neddyl block: inactive; STEP inh: -2; SUMO1-SIM PPI: -1; DNMT1 inh: -4; CSN deneddyl inh: 8; NadD block: 4; Rpn11 inh: inactive; Rin1 Abl inh: 1; Scp1 inh: 3

3 entries drawn at random from the list so far:
Results for OCC1OC(n2cnc3c(=S)nc[nH]c32)CC1O (stereo not drawn) ?
LMPTP block: -1.1; Neddyl block: inactive; STEP inh: 0; SUMO1-SIM PPI: -3; DNMT1 inh: 1; CSN deneddyl inh: -1; NadD block: 4; Rpn11 inh: inactive; Rin1 Abl inh: 1; Scp1 inh: -2

How did CCOC(=O)N1CCN(Cc2nc(-c3ccc(OC)cc3)no2)CC1 do in these assays?
LMPTP block: -1.5; Neddyl block: inactive; STEP inh: -1; SUMO1-SIM PPI: -1; DNMT1 inh: 2; CSN deneddyl inh: -7; NadD block: 0; Rpn11 inh: inactive; Rin1 Abl inh: -3; Scp1 inh: -2

What do the screens show for `CCOc1cc(S(=O)(=O)NCc2ccccc2)c(OCC)cc1-n1cnnn1`?
LMPTP block: -0.2; STEP inh: 2; SUMO1-SIM PPI: 0; DNMT1 inh: -1; CSN deneddyl inh: 4; NadD block: 1; Rpn11 inh: inactive; Rin1 Abl inh: 0; Scp1 inh: 9

Further structures follow.
What do the screens show for `Cc1ccc(-n2ncc(C#N)c2/N=C/N2CCN(C)CC2)cc1`?
LMPTP block: -0.6; Neddyl block: inactive; STEP inh: 0; SUMO1-SIM PPI: 1; DNMT1 inh: 0; CSN deneddyl inh: -4; NadD block: -5; Rpn11 inh: inactive; Rin1 Abl inh: 1; Scp1 inh: -4

Results for Cc1ccccc1C(=O)NC(=S)Nc1ccccc1N1CCCC1 ?
LMPTP block: 2.4; Neddyl block: inactive; STEP inh: 0; SUMO1-SIM PPI: 7; DNMT1 inh: -20; CSN deneddyl inh: 5; NadD block: -5; Rpn11 inh: inactive; Rin1 Abl inh: 2; Scp1 inh: -7

How did COc1ccc(CCN(C(=O)Cn2nnc3ccccc32)C(C(=O)NCC2CCCO2)c2ccncc2)cc1OC (stereo not drawn) do in these assays?
LMPTP block: -1.7; Neddyl block: inactive; STEP inh: 9; SUMO1-SIM PPI: 3; DNMT1 inh: 0; CSN deneddyl inh: -1; NadD block: -7; Rpn11 inh: inactive; Rin1 Abl inh: 4; Scp1 inh: -6

What do the screens show for `COc1ccc(NC(=S)N2CCN(C)CC2)cc1`?
LMPTP block: -4.2; Neddyl block: inactive; STEP inh: -1; SUMO1-SIM PPI: 1; DNMT1 inh: -1; CSN deneddyl inh: 3; NadD block: 1; Rpn11 inh: inactive; Rin1 Abl inh: -1; Scp1 inh: -10

What do the screens show for `NC(=O)C1CC(=O)N(c2ccc(OCc3ccc(Cl)cc3Cl)cc2)C1` (stereo not drawn)?
LMPTP block: -0.5; Neddyl block: inactive; STEP inh: 2; SUMO1-SIM PPI: 4; DNMT1 inh: -3; CSN deneddyl inh: 1; NadD block: 6; Rpn11 inh: inactive; Rin1 Abl inh: 5; Scp1 inh: -8

Results for COc1cc(OC)cc(C(=O)Nc2cccnc2)c1 ?
LMPTP block: 2.4; Neddyl block: inactive; STEP inh: -3; SUMO1-SIM PPI: -3; DNMT1 inh: 1; CSN deneddyl inh: 4; NadD block: -9; Rpn11 inh: inactive; Rin1 Abl inh: 3; Scp1 inh: -11

Results for COc1ccccc1NC(=O)C1CCN(c2ncccn2)CC1 ?
LMPTP block: -1.5; Neddyl block: inactive; STEP inh: 0; SUMO1-SIM PPI: 0; DNMT1 inh: -3; CSN deneddyl inh: 3; NadD block: 1; Rpn11 inh: inactive; Rin1 Abl inh: -2; Scp1 inh: -7

Results for Cc1ccc(C)c(S(=O)(=O)Nc2ccc(O)cc2)c1 ?
LMPTP block: -1.1; Neddyl block: inactive; STEP inh: -3; SUMO1-SIM PPI: -5; DNMT1 inh: -1; CSN deneddyl inh: 4; NadD block: -1; Rpn11 inh: inactive; Rin1 Abl inh: 3; Scp1 inh: -10

What do the screens show for `CC1=CCC2C(=O)N(c3cccc(C(=O)Nc4ccccc4Cl)c3)C(=O)C2C1` (stereo not drawn)?
LMPTP block: 2.1; Neddyl block: inactive; STEP inh: -1; SUMO1-SIM PPI: 2; DNMT1 inh: 1; CSN deneddyl inh: -1; NadD block: -3; Rpn11 inh: inactive; Rin1 Abl inh: 2; Scp1 inh: -7

What do the screens show for `COc1ccc(CN2CCCC(CO)(Cc3ccc(F)cc3F)C2)cc1` (stereo not drawn)?
LMPTP block: 0.4; Neddyl block: inactive; STEP inh: 0; SUMO1-SIM PPI: -1; DNMT1 inh: 0; CSN deneddyl inh: 1; NadD block: -7; Rpn11 inh: inactive; Rin1 Abl inh: -1; Scp1 inh: -5

What do the screens show for `Cc1ccc(S(=O)(=O)N2CCN(C)CC2)cc1`?
LMPTP block: -1.9; Neddyl block: inactive; STEP inh: -1; SUMO1-SIM PPI: 12; DNMT1 inh: 0; CSN deneddyl inh: 3; NadD block: 2; Rpn11 inh: inactive; Rin1 Abl inh: 5; Scp1 inh: -4

How did COc1ccccc1C(=O)Oc1ccc(C(C)(C)C)cc1 do in these assays?
LMPTP block: 2.1; Neddyl block: inactive; STEP inh: 2; SUMO1-SIM PPI: 3; DNMT1 inh: 0; CSN deneddyl inh: 5; NadD block: 5; Rpn11 inh: inactive; Rin1 Abl inh: -1; Scp1 inh: -12

How did Cc1cc(-c2ccc(C(C)C)c(S(=O)(=O)NCc3ccco3)c2)on1 do in these assays?
LMPTP block: 2.2; Neddyl block: inactive; STEP inh: 3; SUMO1-SIM PPI: 11; DNMT1 inh: 2; CSN deneddyl inh: 5; NadD block: -4; Rpn11 inh: inactive; Rin1 Abl inh: 2; Scp1 inh: -5

Results for S=c1[nH]nc(Cc2c[nH]c3ccccc23)o1 ?
LMPTP block: 0.4; Neddyl block: inactive; STEP inh: 2; SUMO1-SIM PPI: 3; DNMT1 inh: 3; CSN deneddyl inh: -2; NadD block: 3; Rpn11 inh: inactive; Rin1 Abl inh: 5; Scp1 inh: -5

Screening results: PubChem, several laboratories
